Yfh1-off respiration: mitochondrial function rescue without frataxin homolog – Friedreich's ataxia, plus single-dose screen, dose response (AID 1465). S. cerevisiae Yfh1-off respiration, WST-1 reduction, 72 h; higher fold induction means a stronger effect. 220,000 compounds, 0.074% hits. one-dose fold induction at 50 µM; EC50 in µM for titrated hits;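 active = fold induction of absorbance versus untreated yeast above a set limit, then at least 30% activation at any dose in follow-up; inconclusive = repeats straddling the limit, or above it without dose testing; inactive = fold induction below the set limit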;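 also: activators that raise dye reduction in frataxin-depleted yeast; strong numbers were not always called active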
NOD1 inhibition: NOD1 signaling inhibitors, primary screen, cell-based, luminescence, uHTS (AID 1578); NOD1-driven NF-kB luciferase reporter cells, luminescence; higher % means a stronger effect; one-dose inhibition, % at 4 µM; EC50 in µM for titrated hits; 290,000 compounds, 1% hits; in the data active = inhibition mostly above about 36%, no sharp cut-off; inactive = mostly below about 34%;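 also: HEK-293T reporter cells stimulated with the NOD1 agonist gamma-tri-DAP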
West Nile antiviral: West Nile virus antiviral activity, cell-based, CPE readout (AID 1621) | West Nile virus-infected cells, CPE inhibition; higher % means a stronger effect | 290,000 compounds, 0.02% hits | one-dose CPE inhibition, % at 10 µM; IC50 in µM for titrated hits; in the data active = a potency from the dose series; inconclusive = CPE inhibition mostly from about 3.7% at the one dose, without a potency; inactive = the rest, 99 in 100 with CPE inhibition below about 2.2%; also: strong numbers were not always called active
KOR beta-arrestin-1: KOR antagonists, beta-arrestin recruitment, cell-based, luminescence, uHTS (AID 1778) | KOR beta-arrestin recruitment, luminescence, antagonist mode; higher % means a stronger effect | 290,000 compounds, 0.091% hits | one-dose inhibition, % at 10 µM; IC50 in µM for titrated hits; also: strong numbers were not always called active
AID2073: disruptors of CaV2.2 binding to Mint1 – biochemical, HTRF (AID 2073); 290,000 compounds, 0.19% hits; inhibition, % at 20 µM; hits with a dose series show IC50 in µM; HTRF protein-protein interaction, Mint1-CaV2.2; higher % means a stronger effect; in the data active = inhibition mostly above about 51%, no sharp cut-off; inconclusive = no clear call, values can overlap the other calls; inactive = mostly below about 53%; also: some results filed as inactive read as strong as hits
HIV fusion peptide: cell-free HIV fusion peptide-binding blockers – biochemical, uHTS, fluorescence dequenching, primary screen (AID 1986); cell-free peptide binding, fluorescence dequenching, 30 min; higher % means a stronger effect; inhibition, % at 20 µM, or IC50 in µM where a hit was titrated; 290,000 compounds, 0.3% hits; in the data active = inhibition mostly above about 52%, no sharp cut-off; inactive = mostly below about 76%; also: some results filed as inactive read as strong as hits
KOR beta-arrestin-2: KOR agonists, beta-arrestin recruitment, primary screen, cell-based, luminescence, uHTS (AID 1777); KOR beta-arrestin recruitment, luminescence; higher % means a stronger effect; one-dose activation, % at 10 µM; EC50 in µM for titrated hits; 280,000 compounds, 0.02% hits; in the data active = activation above about 50%, passing the limit was not always enough; also: a part of the inactive calls stands beside numbers as strong as those of hits
Dengue-2 NS5 capping: Dengue-2 NS5 methyltransferase inhibitors, primary screen, biochemical, confirmation dose response (AID 588689). Dengue-2 NS5 methyltransferase capping enzyme assay, biochemical; higher % means a stronger effect. one-dose inhibition, % at 25 µM; IC50 in µM for titrated hits. 340,000 compounds, 0.3% hits; in the data active = a potency from the dose series; inconclusive = inhibition above about 29% without an active follow-up result
NOD2 inhibition: inhibition of NOD2-driven NF-kB reporter – cell-based, luminescence, uHTS, HEK293 (AID 1566); one-dose inhibition, % at 4 µM; EC50 in µM for titrated hits; HEK293 NOD2/NF-kB luciferase reporter, luminescence; higher % means a stronger effect; 290,000 compounds, 0.63% hits; also: many of its hits are not listed in these tables
Dengue-2 NS5 capping pilot replicate: recorded beside Dengue-2 NS5 capping, whose call it bears; inhibition, %; measured here: pilot screen replicate inhibition
Starred values were filed as active, the others as inactive; i = inactive; ? = inconclusive; . = not tested or not shown. Rule as the data show it, unless noted: active = inhibition above about 50%; inactive = the rest. These rows are one share of the data, so the mix of outcomes need not match the whole.

SMILES | Yfh1-off respiration | NOD1 inhibition | West Nile antiviral | KOR beta-arrestin-1 | AID2073 | HIV fusion peptide | KOR beta-arrestin-2 | Dengue-2 NS5 capping | NOD2 inhibition | others
CN(Cc1ccccc1)C(=O)Cn1c(=O)c2cccn2c2cccnc21 | . | -12% | 0.6% | -20% | 11% | -1.8% | 2.5% | -12% | 0%
COc1cccc(Cn2cnc3c(NS(=O)(=O)c4cccc(Cl)c4Cl)c(C)c(C)cc32)c1 | i | 2% | -1.0% | 5% | 7% | 1.2% | 2.6% | -5% | 12%
Cc1cc(=O)oc(C)c1C(=O)NCCN(C)Cc1ccccc1 | i | -26% | -0.1% | 33% | -4% | 0.2% | -2.0% | -7% | 16%
COc1ccc(NC(=O)CSc2ccc(-c3cccnc3)nn2)cc1 | . | -35% | -0.3% | -17% | 0% | -0.8% | 4.8% | -6% | -2%
CC(=O)NC(CSc1cc(C)nc2ccc(Br)cc12)C(=O)O (configuration not stated) | i | -12% | 0.5% | 8% | 25% | -1.6% | 4.3% | -5% | 4%
CCN(CC)C(=O)C1CCN(S(=O)(=O)c2ccc(C3CNC(=O)C3)cc2)CC1 (configuration not stated) | i | -13% | 0.2% | -6% | 3% | -1.5% | -5.9% | -1% | 5%
O=C(COc1ccc2ccccc2c1)NCCc1ccc2c(c1)OCCO2 | i | 2% | -1.2% | 23% | 4% | 1.5% | -3.4% | 3% | -1%
CCCCNC(=O)c1onc(CSc2ccc(F)cc2)c1C(=O)O | i | -14% | 1.1% | -9% | -2% | 8.0% | 2.1% | -4% | -30%
CC(=O)Nc1ccc(CN2CCN(CCc3ccccc3)C(CCO)C2)cc1 (configuration not stated) | i | -16% | -0.2% | 8% | 10% | -0.7% | . | 5% | -2%
Cc1nn2c(-c3ccccc3)ccnc2c1-c1ccccc1 | i | -52% | 1.1% | 4% | 4% | 1.4% | -3.6% | -8% | -33%
CCOCCCN1CN(S(=O)(=O)c2ccc(Cl)cc2)c2nc3ccccc3nc21 | i | 8% | 0.3% | -11% | -7% | 2.9% | 5.6% | -5% | -2%
CCn1c2ccccc2c2nnc(SCC(=O)Nc3ncccn3)nc21 | i | -15% | -0.3% | 6% | 4% | -2.0% | -4.5% | -2% | 6% | Dengue-2 NS5 capping pilot replicate=-2.0
Cc1ccc(N(C)C(=O)CC(C)S(=O)(=O)c2ccc3c(c2)NC(=O)CO3)cc1 (configuration not stated) | . | -10% | -0.2% | -45% | -3% | 1.9% | 4.4% | -5% | 9%
Cc1ccc(CSCCNC(=O)CSCc2ccc([N+](=O)[O-])cc2)cc1 | i | -34% | 0.1% | 29% | -3% | -1.3% | -3.3% | -1% | -107%
Cc1[nH]n(-c2ccc([N+](=O)[O-])cc2)c(=O)c1C=NCCN1CCN(C(=O)c2ccccc2F)CC1 | i | 26% | 0.7% | -29% | -5% | 0.3% | 11% | -2% | 2%
COC(=O)c1c(NC(=O)C(C)C)sc(C(=O)N2CCOCC2)c1C | . | 6% | -0.2% | -5% | -15% | -0.2% | -4.9% | -2% | 5%
CC1CCN(c2ccc(NC(=S)NC(=O)c3ccc(-c4cccc([N+](=O)[O-])c4)o3)cc2)CC1 | i | 5% | 0.6% | -61% | -4% | 5.6% | -4.7% | -6% | -1%
CC(C)NC1=C(Cl)C(=O)c2ccccc2C1=O | i | -3% | 1.3% | 2% | -5% | -2.6% | -2.2% | -1% | 35%
O=C(COc1ccc(Cl)cc1)Nc1ccc(Cl)cn1 | i | -93% | -0.1% | -35% | 1% | 3.1% | 5.5% | -5% | -130%
CC(=O)NCCn1c(SCC(=O)c2ccc(Cl)cc2)nc2ccccc2c1=O | i | 13% | -1.0% | 4% | -10% | -1.0% | -2.6% | -4% | 18% | Dengue-2 NS5 capping pilot replicate=-3.5
O=C1C(c2c(O)[nH]c3ccccc23)=Nc2ccccc21 | i | -2% | 0.1% | 4% | 12% | -2.8% | -6.7% | -47% | -3%
CCOc1nc(Nc2ccc(OC)cc2)nc(OCC)n1 | i | -12% | 0.2% | 20% | -4% | -1.1% | -4.8% | -8% | 10%
CC1CCN(S(=O)(=O)c2ccc(NC(=O)CN3CCN(C)CC3)cc2)CC1 | i | -28% | -0.6% | 28% | -6% | 1.7% | -3.4% | -6% | -2%
CN1CCN(C(=O)C(=O)c2cn(CC(=O)N3CCCC3)c3ccccc23)CC1 | . | -27% | -0.3% | -15% | 2% | -1.3% | 0.5% | -1% | 14%
CCOC(=O)c1c(-c2ccccc2)nc2ccccn12 | i | 13% | -0.6% | -14% | -3% | 0.3% | 1.0% | -8% | 13% | Dengue-2 NS5 capping pilot replicate=-0.7

Fetched by structure from the list above, 2 records:
SMILES | Yfh1-off respiration | NOD1 inhibition | West Nile antiviral | KOR beta-arrestin-1 | AID2073 | HIV fusion peptide | KOR beta-arrestin-2 | Dengue-2 NS5 capping | NOD2 inhibition | others
O=C(COc1ccc(Cl)cc1)Nc1ccc(Cl)cn1 | i | -93% | -0.1% | -35% | 1% | 3.1% | 5.5% | -5% | -130%
CC1CCN(c2ccc(NC(=S)NC(=O)c3ccc(-c4cccc([N+](=O)[O-])c4)o3)cc2)CC1 | i | 5% | 0.6% | -61% | -4% | 5.6% | -4.7% | -6% | -1%

Back to the main list with the seven entries that preceded the break.
SMILES | Yfh1-off respiration | NOD1 inhibition | West Nile antiviral | KOR beta-arrestin-1 | AID2073 | HIV fusion peptide | KOR beta-arrestin-2 | Dengue-2 NS5 capping | NOD2 inhibition | others
O=C(COc1ccc(Cl)cc1)Nc1ccc(Cl)cn1 | i | -93% | -0.1% | -35% | 1% | 3.1% | 5.5% | -5% | -130%
CC(=O)NCCn1c(SCC(=O)c2ccc(Cl)cc2)nc2ccccc2c1=O | i | 13% | -1.0% | 4% | -10% | -1.0% | -2.6% | -4% | 18% | Dengue-2 NS5 capping pilot replicate=-3.5
O=C1C(c2c(O)[nH]c3ccccc23)=Nc2ccccc21 | i | -2% | 0.1% | 4% | 12% | -2.8% | -6.7% | -47% | -3%
CCOc1nc(Nc2ccc(OC)cc2)nc(OCC)n1 | i | -12% | 0.2% | 20% | -4% | -1.1% | -4.8% | -8% | 10%
CC1CCN(S(=O)(=O)c2ccc(NC(=O)CN3CCN(C)CC3)cc2)CC1 | i | -28% | -0.6% | 28% | -6% | 1.7% | -3.4% | -6% | -2%
CN1CCN(C(=O)C(=O)c2cn(CC(=O)N3CCCC3)c3ccccc23)CC1 | . | -27% | -0.3% | -15% | 2% | -1.3% | 0.5% | -1% | 14%
CCOC(=O)c1c(-c2ccccc2)nc2ccccn12 | i | 13% | -0.6% | -14% | -3% | 0.3% | 1.0% | -8% | 13% | Dengue-2 NS5 capping pilot replicate=-0.7
CCOc1ccc(NS(=O)(=O)c2ccc(C(=O)N3CCC3)cc2)cc1 | . | -23% | -1.9% | -52% | -10% | 0.2% | 7.8% | -3% | 15%
O=C(CN1C(=O)c2ccccc2S1(=O)=O)N1CCOCC1 | i | -6% | 0.0% | 4% | -2% | -3.6% | -4.4% | 5% | 8%
CC(C)C(NS(=O)(=O)c1cccs1)C(=O)NCc1ccccc1Cl (configuration not stated) | i | -15% | -0.6% | 15% | -15% | -1.0% | 4.0% | -10% | -5%
CC(=O)Nc1ccc(NC(=O)C/C(C)=N/NC(=O)COc2cc(C)c(Br)cc2Br)cc1 | . | -8% | 0.8% | -47% | 5% | -1.0% | 5.4% | -4% | -14%
CSC1=NCCN1S(=O)(=O)c1ccc(F)cc1 | . | -22% | . | -43% | 2% | 0.4% | 2.2% | -11% | 8%
O=C(N/N=C/c1cccn1-c1ccc(O)cc1)c1cccc2ccccc12 | . | -4% | -0.1% | -10% | 21% | -0.3% | 1.4% | -11% | 26%
CCC1(CC)C(=O)C(C)(C)C(=O)OC1c1ccccn1 (configuration not stated) | i | -24% | 1.1% | 12% | -7% | 2.2% | 8.2% | -3% | -6%
COc1ccc(C)cc1NC(=O)NCc1ccccn1 | i | -20% | -0.1% | -3% | 0% | 0.9% | -1.7% | . | 27%
O=C(NC1CCCCC1)C1CCN(S(=O)(=O)c2cccc3nonc23)CC1 | . | -29% | -0.3% | -19% | 18% | -1.1% | 0.6% | 0% | -2%
COCCNc1oc(/C=C/c2ccccc2)nc1C#N | i | -4% | 0.1% | -3% | ? | 0.6% | 3.9% | 2% | -51%
CSc1ncc2ncn(C3OC(CO)C(O)C3O)c2n1 (configuration not stated) | i | -13% | 0.1% | 20% | 8% | 1.1% | -0.8% | -7% | 11%
CCOC(=O)c1ccc(NC(=O)NNC(=O)CCc2ccc(OC)cc2)cc1 | . | -12% | 0.0% | 4% | -3% | 0.4% | 0.0% | -7% | 1%
COc1ccc(/C=N\Nc2ccc([N+](=O)[O-])cc2[N+](=O)[O-])c(C(=O)O)c1OC | i | 1% | -0.3% | 24% | -23% | -5.5% | . | 6% | 7%
Nn1c(Nc2ccccc2)nc2ccccc21 | i | -25% | -0.1% | 22% | 0% | 0.2% | 1.5% | 4% | -33%
CCOC(=O)C1CCCN(C2CC(=O)N(c3cccc(C(F)(F)F)c3)C2=O)C1 (configuration not stated) | i | -3% | 0.2% | -10% | 0% | 3.5% | 4.1% | 0% | 17%
Cc1cc(C)cc(NC(=O)C2C3C=CC4(O3)C2C(=O)N(CCCN2CCCCC2)C4C(=O)NC2CCCCC2)c1 (configuration not stated) | . | -17% | 0.2% | -27% | 12% | 0.8% | 6.1% | -5% | 3%
CCC(=O)Nc1nonc1-c1nc2ccccc2n1Cc1cccc2ccccc12 | i | -7% | 0.1% | -108% | 38% | -0.9% | -1.2% | -4% | -38%
Cc1ccnc(NC(=O)CCC(=O)N(CC(=O)NCc2ccc(F)cc2)Cc2ccccc2)c1 | . | 6% | -0.6% | -17% | 0% | 0.9% | -1.9% | -3% | -31%
Cc1ccc(NC(=O)CN2C(=O)COc3ccc(C)cc32)nc1 | i | -20% | -0.4% | 0% | -2% | 4.1% | -8.2% | -1% | -16%
CCCCCC(=O)Nc1cc(N(C)C)nc2ccccc12 | i | -3% | -1.1% | -22% | 7% | -0.8% | 1.6% | -10% | 4%
CC(=O)c1ccc(OCc2cc(C(=O)N(C)CCOc3ccc(C)cc3)no2)cc1 | . | -46% | -0.9% | 6% | 5% | -1.1% | -0.6% | 3% | -2%
CC(=O)c1ccc(-n2nnnc2SCC(=O)Nc2cccc(NC(=O)c3ccco3)c2)cc1 | i | 1% | -0.2% | 6% | 16% | 2.4% | 0.9% | 15% | 8%
COc1ccc(CCNc2c(N)n(Cc3ccccc3)c(=O)[nH]c2=O)cc1OC | i | -6% | -0.2% | -18% | 3% | 5.2% | -9.5% | -7% | 12%
